CHO-K1 Ca antag – M1 antagonist counterscreen hit in parental CHO-K1 cells | ATP-induced calcium, Fluo-8 fluorescence | inhibition, % at 3 µM | hit rate 0.6% among 360,000;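 active means inhibition above a per-plate cutoff, the plate's mean sample inhibition plus 3 SD, cut at about 24% in these data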;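 further: 0% = DMSO plus EC80 ATP and 100% = DMSO alone without ATP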
GPR7 antag – GPR7 receptor antagonists, primary screen, cell-based, fluorescence, single concentration; Neuropeptides B/W receptor type 1 (Homo sapiens), P48145; GPR7-expressing cells, fluorescence antagonist assay; inhibition, % at 4.4 µM; hit rate 1.1% among 290,000; AID 1861, 2009; in the data active means inhibition above about 16%, passing the limit was not always enough;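 further: cells stimulated with the agonist NPW; 0% = agonist with vehicle and 100% = vehicle without agonist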
Target sequence (P48145 whole entry, looked up): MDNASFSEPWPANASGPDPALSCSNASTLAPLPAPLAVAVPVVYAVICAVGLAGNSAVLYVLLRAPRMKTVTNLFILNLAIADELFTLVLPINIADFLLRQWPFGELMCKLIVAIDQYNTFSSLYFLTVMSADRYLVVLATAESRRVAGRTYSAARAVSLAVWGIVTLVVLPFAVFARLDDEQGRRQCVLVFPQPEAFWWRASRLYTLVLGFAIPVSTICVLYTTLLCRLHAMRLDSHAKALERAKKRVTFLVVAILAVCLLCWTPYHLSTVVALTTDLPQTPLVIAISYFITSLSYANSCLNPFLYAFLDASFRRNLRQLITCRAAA
CHO parental Ca – ATP-evoked calcium signal inhibitors, parental CHO, primary screen, counter-screen for OX1R antagonist project, cell-based, fluorescence, Fluo-8 calcium dye | parental CHO-K1, ATP-induced calcium, Fluo-8 fluorescence | inhibition, % at 5.6 µM | hit rate 0.63% among 330,000 | AID 463079, 2010;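 active means inhibition above that plate's mean sample inhibition plus 3 SD, cut at about 26% in these data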;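 further: 0% = ATP-challenged DMSO wells and 100% = DMSO wells without ATP; some compounds past the cut are filed as inactive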
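material = parental CHO cells | also added = ATP as calcium-mobilizing challenge | dosing = single point at 5.6 µM | detection = intracellular calcium via Fluo-8 no-wash fluorescent dye | read-out = % inhibition | benchmarks = low control ATP plus DMSO, high control DMSO only | repeats = one well per compound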
CHO-K1 Ca ag – counter-screen for M1 agonists: effect in parental CHO-K1 cells; Fluo-8 calcium fluorescence; scaled to maximal ATP response, vehicle zero; activation, % at 3 µM; hit rate 0.48% among 360,000; AID 602248, 2012; in the data active means activation above about 15%;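 further: untransfected CHO-K1 host cells lacking M1 receptor as counterscreen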
V1aR counter – agonists of human V1a receptor, primary screen, counter-screen for OXTR agonist project, fluorescence, CHO-V1R cells | Fluo-8 calcium fluorescence, agonist mode; 0% DMSO, 100% 3 nM vasopressin | hit rate 0.25% among 320,000 | AID 2797, 2010 | activation, % at 3 µM;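 active means activation above the mean activation of all tested compounds plus 3 SD, per screening run, cut at about 20% in these data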;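 further: signal is peak over basal fluorescence ratio across a 100 second FLIPR read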
Target sequence (P37288 whole entry, looked up): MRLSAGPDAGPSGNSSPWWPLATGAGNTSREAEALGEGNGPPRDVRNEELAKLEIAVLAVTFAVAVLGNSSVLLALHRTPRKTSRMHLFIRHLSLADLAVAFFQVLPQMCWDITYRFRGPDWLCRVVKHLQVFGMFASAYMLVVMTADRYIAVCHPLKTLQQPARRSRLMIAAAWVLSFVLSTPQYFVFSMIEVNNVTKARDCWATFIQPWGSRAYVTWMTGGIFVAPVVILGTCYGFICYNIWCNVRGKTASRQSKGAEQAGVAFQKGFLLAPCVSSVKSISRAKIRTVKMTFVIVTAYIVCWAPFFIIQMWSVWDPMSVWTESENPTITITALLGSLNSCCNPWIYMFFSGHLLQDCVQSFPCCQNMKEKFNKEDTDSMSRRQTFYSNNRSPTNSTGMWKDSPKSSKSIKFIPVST
M1 PAM parental – nonselective calcium activators in parental CHO-K1 cells, primary screen, counter-screen for M1 PAM project, cell-based, Fluo-8 calcium fluorescence, full deck, 1536-well; ATP EC20; 0% at ATP EC20, 100% at ATP max; activation, % at 3 µM; hit rate 0.02% among 360,000; AID 602247, 2012;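 active means activation above the run cutoff, the mean activation of all test compounds plus 3 SD, cut at about 40% in these data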;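 further: peak over basal fluorescence ratio in a 140 s read after ATP addition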
OXTR potentiator – human OXTR potentiators, primary screen, fluorescence, CHO-OTR cells, Fluo-8 calcium. Fluo-8 calcium fluorescence, potentiator mode; 0% = oxytocin EC15, 100% = EC100. AID 2445, 2010. activation, % at 3 µM. Oxytocin receptor (Homo sapiens), P30559. hit rate 0.061% among 320,000;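 active means activation above that plate's cutoff, the mean activation of tested compounds plus 3 SD, cut at about 6.6% in these data, passing the limit was not always enough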;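 further: 100% uses oxytocin at 75 nM as the full agonist control; some results filed as inactive read as strong as hits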
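System: human OTR in CHO cells / Also added: sub-maximal oxytocin, roughly EC15 / Control set: EC15 oxytocin low, 75 nM oxytocin high / Schedule: 6 min compound pre-incubation at room temperature, 100 s kinetic read / Compound: single-point 3.0 µM / Replication: singlicate / Technique: Fluo-8 calcium dye fluorescence / Read-out basis: % activation of max/min ratio relative to oxytocin controls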
OXTR ag – human OXTR agonists, primary screen, fluorescence, CHO-OTR cells, Fluo-8 calcium | hit rate 0.32% among 320,000 | Fluo-8 calcium fluorescence; normalized: DMSO 0%, oxytocin 100% | AID 2435, 2010 | activation, % at 3 µM | Oxytocin receptor (Homo sapiens), P30559;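 active means activation above the mean of all tested compounds plus 3 SD, cutoff set per screening run, cut at about 20% in these data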;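 further: peak over basal fluorescence ratio from a 100 s FLIPR kinetic read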
TAAR1 antagonist – human TAAR1 antagonists, primary screen, Fluo-8 calcium fluorescence, CHO RD-HGA16 cells; Trace amine-associated receptor 1 (Homo sapiens), Q96RJ0; antagonist; inhibition, % at 3 µM; hit rate 1.5% among 360,000; AID 624466, 2012;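 active means inhibition above a per-plate cutoff, the mean inhibition of test compounds on that plate plus 3 SD, cut at about 49% in these data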;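 further: 0% = DMSO plus EC80 beta-PEA response and 100% = DMSO alone without agonist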
Target sequence (Q96RJ0 whole entry, looked up): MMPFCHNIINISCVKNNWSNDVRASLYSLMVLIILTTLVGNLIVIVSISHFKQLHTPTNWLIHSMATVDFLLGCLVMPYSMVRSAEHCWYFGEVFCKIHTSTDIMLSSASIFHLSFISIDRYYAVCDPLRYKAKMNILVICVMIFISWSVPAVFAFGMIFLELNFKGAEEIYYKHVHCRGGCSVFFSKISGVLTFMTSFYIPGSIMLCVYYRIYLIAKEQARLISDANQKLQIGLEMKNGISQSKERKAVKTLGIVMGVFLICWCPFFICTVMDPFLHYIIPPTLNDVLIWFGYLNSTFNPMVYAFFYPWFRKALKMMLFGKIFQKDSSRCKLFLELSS
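System: CHO RD-HGA16 cells bearing hTAAR1. Reagent: EC80 β-phenethylamine stimulus. Schedule: seeding 17-24 h prior, 75-min 37 °C, 30-min RT dye loading. Signal: Fluo-8 intracellular calcium dye fluorescence, real-time kinetic reads. Read-out: % inhibition from peak post-agonist over basal fluorescence ratio. Benchmarks: vehicle wells and EC80 agonist wells. Replicates: n of 1.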
Numbers without * were called inactive; · = no result given.

SMILES	CHO-K1 Ca antag	GPR7 antag	CHO parental Ca	CHO-K1 Ca ag	V1aR counter	M1 PAM parental	OXTR potentiator	OXTR ag	TAAR1 antagonist
Cc1ccc(CNC(=O)CNS(=O)(=O)c2cccc3nsnc23)cc1	-7	0	4	0.1	0.2	21	-10	-1.4	-26
CCn1c(N2CCN(C(=O)C34CC5CC(CC(C5)C3)C4)CC2)nc2ccccc21	-7	-6	-24	3.0	3.5	9	-19	-2.0	·
O=C(COc1cc2oc(=O)cc(-c3ccccc3)c2cc1Cl)NCc1ccccn1	5	-17	-17	1.6	8.0	-5	-10	5.2	21
O=C(NCCc1nc(-c2ccc(F)cc2)no1)c1ccc(F)cc1	2	·	-8	0.3	1.3	-5	-7	1.8	3
N#Cc1cc([N+](=O)[O-])ccc1NC(=O)COC(=O)C1CC2CCCC(C1)C2=O (stereo not drawn)	0	·	-3	0.0	0.8	-11	-9	1.1	-6
O=C(NCc1ccccc1)c1onc(CS(=O)(=O)c2ccc(Cl)cc2)c1C(=O)NCc1ccccc1	-5	·	-21	0.1	0.3	-15	-6	0.3	2
Cc1ccc(CN2CC(C(=O)NCC(=O)Nc3c(C)cccc3C)CC2=O)cc1 (stereo not drawn)	-1	·	-10	0.4	-0.7	-8	-2	1.0	-33
COc1cccc(C2NC(=O)NC(C)=C2C(=O)Nc2ccc(C)cc2)c1 (stereo not drawn)	-6	-4	-12	0.6	0.0	13	-5	0.5	-2
Cn1c(=O)c2sccc2n2c(CCCC(=O)NC3CCN(Cc4ccccc4)CC3)nnc12	-17	1	8	-0.3	-0.7	9	-22	2.4	-20
Cc1ccc(NC(=O)Cn2cccc2)cc1C	-4	-2	2	0.2	-0.1	0	-2	-0.9	12
Cc1cc(N2CCN(C)CC2)nc2ccc(NC(=O)c3ccc(Br)o3)cc12	-7	-2	1	0.1	-0.5	12	-16	0.7	3
COc1ccc(CC(=O)NCC(=O)NCc2cc(=O)n(C)c(=O)n2C)cc1	3	-6	-3	-0.1	0.3	16	-6	-0.6	7
CC(=O)n1cc([C@@H]2C=C(C(=O)N3CCN(Cc4ccc5c(c4)OCO5)CC3)O[C@H](OCc3ccc(CO)cc3)C2)c2ccccc21	-13	13	-23	3.4	2.5	12	-7	3.5	49*
CC(Sc1nc2ccccc2s1)C(=O)NC1CCCc2ccccc21 (stereo not drawn)	-9	4	-35	-0.1	-1.4	0	-3	-2.0	-16
Cc1ccc(-n2c(C)cc(C3=NNC(=NC4CC4)SC3)c2C)cc1C	-2	-4	-17	1.0	-0.2	15	-15	0.1	-8
CCOc1ccc(NC(=O)C(=O)NCCCn2ccnc2)cc1	-18	1	-22	-0.1	0.0	-2	-5	-0.9	-4
Cc1ccc(C(=O)N/C(=C\c2ccc(-c3ccc(Br)cc3)o2)C(=O)NC2CCS(=O)(=O)C2)cc1 (stereo not drawn)	7	-3	-19	0.1	-0.7	-3	-6	-0.6	6
COc1ccc(S(=O)(=O)Nc2nnc(CC(C)(C)C)s2)cc1	-6	-1	-7	0.2	-0.3	10	1	0.5	-27
C=CCNC(=O)C1(c2ccccc2)CC1(Cl)Cl (stereo not drawn)	4	-5	-14	0.6	0.0	2	-8	-1.8	-14
CC(=O)c1sc2nc(-c3ccc(C)cc3)c3c(c2c1N)CCCC3	6	-7	-31	0.2	-0.4	-5	-9	-2.5	-5
O=C(CCn1nnnc1CN1CCOCC1)N1CCC(c2ccccc2Cl)C1 (stereo not drawn)	-10	-12	-12	1.1	-0.7	25	-2	-0.2	-2
c1ccc(-c2cnc(C3CCCCC3)o2)cc1	-8	·	·	-0.1	·	-4	·	·	-22
Cc1cccc(N2CCN(C(=O)c3ccccc3OCc3c(C)noc3C)CC2)c1C	-2	·	-16	3.9	1.3	16	-8	1.1	9
O=C(NCC(c1ccco1)N1CCCC1)c1cccc(S(=O)(=O)Nc2ccc(Br)cc2)c1 (stereo not drawn)	-1	12	-17	5.4	4.3	7	-8	6.1	14
COCCCN(C(=S)NC(=O)c1ccc(Br)cc1)c1c(N)n(Cc2ccccc2)c(=O)[nH]c1=O	-7	-12	-9	-0.3	-0.8	-9	3	-0.5	-7
CC(C)CCNC(=O)CCCC1=NS(=O)(=O)c2ccccc2N1	-8	-11	1	0.2	0.7	24	4	0.8	1
Cc1ccc(NC(=O)CC(C)S(=O)(=O)c2ccc3c(c2)NC(=O)CO3)c(Cl)c1 (stereo not drawn)	-21	-13	-7	7.9	8.2	16	-8	3.5	10
Cc1ccc(S(=O)(=O)N2C[C@H]3[C@H]4C(=O)N(c5ccccc5)C(=O)[C@H]4C[C@H](OC(=O)NC4CC4)[C@@]3(O)C2)cc1	-6	·	·	0.1	·	-2	·	·	8
CCc1cc(=O)oc2cc3occ(C)c3cc12	-2	-15	-8	-0.1	-1.2	19	0	-3.3	-11
O=C(Nc1ccc(NC(=O)c2ccco2)nc1)c1ccccn1	-5	-2	-9	0.7	0.3	4	-14	-0.5	7
Cc1cc(C)c(C)c(S(=O)(=O)N2CCC(C(=O)NCc3cccs3)CC2)c1C	-4	·	·	2.5	·	5	·	·	-3
C=CCSc1nc(-c2ccc3c(c2)OCO3)cc(C(F)(F)F)c1C#N	-18	-13	-8	-0.2	0.0	-4	-3	0.2	-2
CCOc1ccc(NC(=O)CN(C)C(=O)c2cccnc2SC)cc1OCC	8	-3	2	0.5	1.1	-11	-5	0.6	-17
CNC(=O)c1cccc(NC(=O)CCCNC(=O)c2ccc(Cl)cc2)c1	3	-18	-13	4.2	0.2	-3	-2	-0.2	7
Cc1cccc(NC(=O)CN2C(=O)N/C(=C/c3cc(C)n(-c4ccncc4)c3C)C2=O)c1	9	12	3	-0.1	0.2	-10	-7	-0.7	12
O=C(COC(=O)Cc1ccc(Br)cc1)NCc1ccc(F)cc1	-9	-11	-3	0.5	0.4	13	-7	-0.5	-9
CC1=C(C(=O)Nc2ccccc2)C(c2ccccc2)N2C(=O)CSC2=N1 (stereo not drawn)	11	-11	-23	0.6	-0.6	0	-3	0.1	0
Cc1cc(NC(=O)c2ccc(F)cc2)n(-c2ccccn2)n1	-18	-7	-5	0.8	-1.2	9	-10	-1.7	10
Cc1nc(S(=O)(=O)Nc2ccc3c(c2)OCCO3)cn1C	15	-5	-6	0.4	0.4	-19	-3	0.1	-20
Cc1nn(-c2ccccc2)c(C)c1NC(=O)Cc1cccs1	-10	-10	-4	0.7	1.4	25	-6	0.0	6
CCN1CCN(CCNC(=O)C2CCN(Cc3nc(-c4ccc(Cl)cc4)oc3C)CC2)CC1	·	-10	-8	·	0.3	·	6	0.3	·
O=C(Cc1cccs1)Nc1nnc(SCC(=O)N2CCCCC2)s1	-10	-14	-22	0.3	-0.1	10	-10	-0.5	14
CCC(C)C(=O)Nc1ccc([N+](=O)[O-])cc1OC (stereo not drawn)	-15	-9	-20	0.4	-0.1	23	9	-2.7	21
COc1ccc(C(=O)NCC2CCCCC2)cc1S(=O)(=O)N1CCCC1	-15	·	-24	0.5	1.3	5	0	1.0	-1
Cc1ccc(P(=O)(CO)c2ccc(C)cc2)cc1	12	10	-22	-0.1	-0.7	-12	-8	0.0	8
O=C(NCCc1c[nH]c2ccccc12)c1cnc2n(c1=O)CCS2	3	11	1	-0.1	0.1	-11	-5	0.6	-2
Fc1ccc(C(c2nnnn2C2CCCCC2)N2CCCC2)cc1 (stereo not drawn)	-17	2	-15	0.4	-1.2	21	-2	-1.3	-6
CC1=C(C(=O)OCc2ccccc2)C(c2ccc(Cl)cc2)NC(=O)N1CCCCCC(=O)O (stereo not drawn)	-6	0	-17	-0.6	-1.4	9	-6	-0.7	-4
CCC(C)[C@H](NC(=O)CCn1nnc2ccccc2c1=O)C(=O)O (stereo partly drawn)	1	-11	0	0.1	-0.2	0	-13	-0.7	-1
Nc1n[nH]c2cc(=O)n(-c3ccc(Cl)cc3)nc12	-11	-9	-7	0.6	1.0	-3	-5	-0.6	5

(cont.)
SMILES	CHO-K1 Ca antag	GPR7 antag	CHO parental Ca	CHO-K1 Ca ag	V1aR counter	M1 PAM parental	OXTR potentiator	OXTR ag	TAAR1 antagonist
O=C(NNc1ccc(C(F)(F)F)cc1[N+](=O)[O-])c1ccc(NS(=O)(=O)c2ccc(F)cc2)cc1	-12	-17	5	0.1	1.1	16	-5	-0.6	-3
Cc1ccc(OCCN2CCC2(C)C(=O)Nc2ccc3c(c2)OCCO3)cc1 (stereo not drawn)	7	·	·	0.4	·	4	·	·	-21
CC1(C(=O)NS(=O)(=O)c2ccccc2Cl)CCN1C(=O)Cc1ccccc1 (stereo not drawn)	-2	·	·	0.3	·	17	·	·	-2
CCOC(=O)C1(Cc2cccc(OC)c2)CCCN(Cc2cc(OC)c(O)c(OC)c2)C1 (stereo not drawn)	-14	-13	-20	0.8	0.8	26	7	-0.9	-9
Cc1cc(-c2ccccc2N)n[nH]1	-4	2	6	0.1	0.7	10	-3	-1.1	-10
CCCOc1ccc(C(=O)CCC(=O)NNC(=O)c2cccs2)cc1	-11	·	-6	0.4	1.4	-15	1	0.2	1
CC(C)(C)OC(=O)NCc1ccc(NC(=O)c2nc[nH]c2C(=O)NCCCCCCNC(=O)c2[nH]cnc2C(=O)Nc2ccc(CNC(=O)OC(C)(C)C)cc2)cc1	-6	·	-5	0.7	0.6	10	5	2.4	-7
Cc1cc(C)c2sc(NC(=O)CN3C(=O)CCC3=O)nc2c1	-14	2	-19	0.9	2.4	15	3	4.2	-27
COC(=O)Oc1ccc(/C=C/C(=O)OC(C)C)cc1OC(=O)OC	-5	15	11	0.5	-0.1	19	2	-1.4	-50
CCCNC(=O)c1cc(S(=O)(=O)N2CCC3(CC2)OCCO3)ccc1F	-6	·	·	0.2	·	3	·	·	-3
CCOc1ccc(NC(=O)CN2CCN(C(=O)c3ccco3)CC2)cc1S(=O)(=O)N1CCCC1	-18	·	-3	0.7	-0.2	9	0	0.1	-18
CCOc1ccc(OCC(=O)OC(C)C(=O)Nc2ccc(Cl)cn2)cc1 (stereo not drawn)	3	·	-14	-0.1	0.6	9	-5	0.1	-36

High-throughput results deposited in PubChem by The Scripps Research Institute Molecular Screening Center.
